# Source: PubChem BioAssay (several laboratories)
# E-sel TNF inh: TNF alpha driven E-selectin expression inhibition | HUVEC TNFa-induced E-selectin immunofluorescence, high content | inhibition, % at 2 µM | 120,000 compounds, 0.71% hits | AID 1246;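 active means inhibition above the batch mean plus 3 SD, and confirmed as a hit on visual image review, cut at about 43% in these data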;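 further: 0% = TNF-stimulated DMSO wells and 100% = unstimulated control wells; not every result past the cut was called active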
# Phagocyt inh: inhibitors of macrophage phagocytosis; J774A.1 macrophage IgG-bead phagocytosis, imaging; inhibition, % at 5 µM; 110,000 compounds, 0.07% hits;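 active means inhibition above the mean of the plate negative controls plus 5 SD, cut at about 13% in these data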;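 further: phagocytic index as fraction of beads internalized from green versus red external bead signal; plate controls were DMSO negative control for no effect and cytochalasin-D positive control for full effect; some results beyond the cut were filed as inactive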
# HCT116 bCat-KO: beta-catenin-lacking colon tumor cell growth suppression; 140,000 compounds, 1.5% hits; viability, % at 10 µM; HCT116 beta-catenin knockout viability, CellTiter-Glo, 60 h; active compounds read low;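 active means viability at or under a set limit, the compound median less 4 SD, cut at about 6% in these data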;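 further: 0% = Hyamine 1622 control at 20 µM and 100% = untreated cell control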
# PTEN del growth: growth suppressors of cells with PTEN tumor suppressor deletion. HCT116 PTEN-null viability, CellTiter-Glo, 60 h; active compounds read low. viability, % at 10 µM. 140,000 compounds, 1.2% hits. AID 827;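 active means viability at or below a set limit, 4 SD under the median of all tested compounds, cut at about 3.7% in these data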;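 further: PTEN knockout HCT116 line with beta catenin targeted HCT116 as companion control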
# Yeast lifespan up: yeast lifespan extension. inhibition of the nicotinamide effect, % at 10 µM. S. cerevisiae growth with nicotinamide, OD615; deaD strain in restrictive glucose medium. 130,000 compounds, 0.68% hits. AID 775;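 active means inhibition above a set limit, placed 3 SD over the median of all compounds, cut at about 26% in these data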;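 further: 0% = nicotinamide-treated wells and 100% = cells grown without nicotinamide; some compounds called inactive have numbers as strong as hits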
#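 Test system: DeaD-strain S. cerevisiae / Buffer or medium: restrictive glucose medium / Also added: nicotinamide 1.5 mM / Doses: one concentration, 10 µM, DMSO 0.25% / Schedule: 48 h at 30 °C / Signal: OD615 measurement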
# Yeast growth inh: chemicals that inhibit yeast BB579 growth in restrictive medium (lifespan-shortening candidates) | S. cerevisiae BB579 growth, OD615, 48 h | inhibition, % at 10 µM | 140,000 compounds, 0.51% hits;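 active means inhibition above a set limit, 3 SD over the mean compound inhibition, cut at about 44% in these data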; further: inactives centre near -24
#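 Test system: S. cerevisiae DeaD strain BB579 yeast; Medium: restrictive CSMM-D medium; Compound: one dose, 10 µM compound with 0.25% DMSO; Incubation: 4 h cell preincubation, 48 h compound exposure, 30 °C humidified; Signal: OD at 615 nm; Benchmarks: amphotericin B at 10 µg/mL as positive control.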
# GALR2 antag: GALR2 (human) receptor antagonism. inhibition, % at 4 µM. 140,000 compounds, 0.39% hits. GALR2-expressing cells, antagonist mode. O43603; in the data active means inhibition above about 27%;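 further: cells stimulated with galanin 1-16 at roughly its EC80; 0% = agonist challenge control and 100% = basal control without agonist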
# Target sequence (O43603 whole entry, looked up): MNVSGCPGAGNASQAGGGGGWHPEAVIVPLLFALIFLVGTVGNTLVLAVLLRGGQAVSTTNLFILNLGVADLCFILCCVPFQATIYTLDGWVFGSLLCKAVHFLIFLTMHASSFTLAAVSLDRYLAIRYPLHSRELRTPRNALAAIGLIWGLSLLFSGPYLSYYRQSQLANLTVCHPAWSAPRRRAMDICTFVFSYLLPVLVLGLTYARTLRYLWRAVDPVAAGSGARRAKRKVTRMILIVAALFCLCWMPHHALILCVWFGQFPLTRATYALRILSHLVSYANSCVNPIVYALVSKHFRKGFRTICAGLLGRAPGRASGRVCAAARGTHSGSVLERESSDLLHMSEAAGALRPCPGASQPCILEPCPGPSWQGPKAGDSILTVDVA
# Measles CPE: protection of cells from measles virus; protection (pct of control), % at 4 µM; 140,000 compounds, 1.5% hits; Measles virus-infected cells, CPE protection, absorbance; in the data active means protection mostly above about 24%, no sharp cut-off; inactive means mostly below about 26%; further: some compounds called inactive have numbers as strong as hits
# MRP1 act: activates MRP-1. H69AR cells + doxorubicin, viability rescue, CellTiter-Glo. viability increase, % at 10 µM. 140,000 compounds, 0.61% hits;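 active means viability gain under doxorubicin at or above a set limit, the compound median plus 3 SD, cut at about 4.7% in these data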;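 further: MRP-1 overexpressing cells given doxorubicin 25 µM after compound pretreatment; 18-22 h compound pretreatment then 72 h with doxorubicin before readout; 0% = doxorubicin-only wells and 100% = vehicle-treated cells without doxorubicin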
# NPY Y2 blocker: blocks the human neuropeptide Y Y2 receptor; P49146; NPY-Y2 expressing cells, antagonist mode; inhibition, % at 2.7 µM; 140,000 compounds, 0.99% hits; AID 793; in the data active means inhibition above about 17%;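 further: 0% = vehicle with agonist challenge and 100% = reference antagonist with challenge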
# Target sequence (P49146 whole entry, looked up): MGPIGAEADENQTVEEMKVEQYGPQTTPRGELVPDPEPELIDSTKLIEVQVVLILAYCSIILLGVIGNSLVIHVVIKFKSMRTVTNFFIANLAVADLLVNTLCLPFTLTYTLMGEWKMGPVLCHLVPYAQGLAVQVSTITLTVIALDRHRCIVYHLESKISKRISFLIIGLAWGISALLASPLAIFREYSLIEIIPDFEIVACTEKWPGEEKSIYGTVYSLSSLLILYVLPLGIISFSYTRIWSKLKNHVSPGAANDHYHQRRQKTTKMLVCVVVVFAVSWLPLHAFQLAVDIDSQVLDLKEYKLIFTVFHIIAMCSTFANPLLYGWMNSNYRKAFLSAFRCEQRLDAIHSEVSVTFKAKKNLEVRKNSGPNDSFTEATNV
# Numbers without * were called inactive; nt = no result given; + = active, no number.
SMILES	E-sel TNF inh	Phagocyt inh	HCT116 bCat-KO	PTEN del growth	Yeast lifespan up	Yeast growth inh	GALR2 antag	Measles CPE	MRP1 act	NPY Y2 blocker
O=C1SC(SC(=Nc2ccccc2)Nc2ccccc2)C(=O)N1c1ccccc1 (configuration not stated)	23	-2	96	98	34*	-9	6	4	-2.3	-3
Cc1ccc(C(=O)/C=C/Nc2ccc3c(c2)OCO3)cc1	49	-1	68	72	-6	-55	-2	4	-3.9	8
Cc1cc(C(=O)OCC(=O)Nc2cc(S(=O)(=O)N3CCOCC3)ccc2Cl)c(C)o1	12	-1	75	80	-4	-31	-8	2	-0.7	4
CC(C)(C)n1nnnc1C(c1cccnc1)N1CCN(c2cccc(C(F)(F)F)c2)CC1 (configuration not stated)	-19	nt	81	69	nt	-32	-4	11	0.1	13
COc1ccc(N(C(=O)Cn2nnc3ccccc32)C2(C(=O)NC3CCCC3)CCCCC2)cc1	25	nt	76	80	0	-35	-12	3	-2.8	2
O=C(CN1CCN(Cc2ccccc2Cl)C1=O)NC1CCCCCC1	-3	1	90	102	-3	-62	-11	27	0.1	0
C[n+]1cc[nH]c1SCC(=O)c1ccccc1	-21	-2	85	93	-3	-37	-5	17	-1.5	0
CC(CN1CCOCC1)OC(=O)c1ccc2c(c1)OCCO2 (configuration not stated)	-47	1	98	96	-3	6	-6	21	0.7	3
CC(C)NC(=O)c1c2c(nc3ccccc13)CCCC2	8	nt	96	96	nt	-10	-3	13	-3.0	0
CCOC(=O)c1sc(NC(=O)c2ccncc2)c(C#N)c1C	2	nt	65	73	4	-22	-4	10	-2.7	1
CC(C)CNC(=O)CN(C)S(=O)(=O)c1ccc(F)cc1	14	-6	97	105	3	-47	-1	3	0.0	0
COc1ccc(C(=O)OCCCN(C)C)cc1OC	nt	-5	87	96	6	-33	-2	5	-0.4	-1
CSc1nc(Oc2cccc(C(F)(F)F)c2)cc(C(F)(F)F)n1	46	nt	95	98	-27	-28	1	6	-0.3	1
COc1ccc(C(=O)NCc2ccc(-c3nc4ccccc4s3)cc2)cc1OC	-10	0	108	97	-6	-14	-5	3	-1.3	1
CCOC(=O)C1=C(C)N=C2c3ccccc3C(=O)C2C1c1ccccc1 (configuration not stated)	-14	-2	78	77	-1	-40	7	5	-3.2	-3
CCCOC(=O)CCCCC1SCC(NC(=O)OC)C1NC(=O)OC (configuration not stated)	nt	0	107	109	-6	-54	-7	5	-1.1	2
CC(C)Oc1ccc(/C(O)=C2/C(=O)C(=O)N(CCCn3ccnc3)C2c2cccnc2)cc1 (configuration not stated)	nt	-13	89	94	-1	-33	7	12	3.2	-1
Cc1ccc(OCC(O)Cn2c(=N)n(CCN3CCCCC3)c3ccccc32)cc1 (configuration not stated)	3	2	2.3*	2.9*	-11	-28	11	12	-3.2	46*
Cc1cc(N2C(=O)CC(Cc3ccccc3)C2=O)no1 (configuration not stated)	4	-1	94	104	+	-9	1	11	0.1	-1
CC1CC(=O)NN=C1c1ccc(N(C)C)c([N+](=O)[O-])c1 (configuration not stated)	-19	-1	97	109	-1	-32	3	15	-1.6	94*
CCCCn1nc(-c2ccccc2)c2nc3ccccc3nc21	7	-2	76	73	-21	-9	-3	4	-1.9	-3
COc1ccc(Nc2nnc(-c3ccc(C)cc3)c3ccccc23)cc1C(=O)N1CCCCC1	0	-5	66	45	-4	9	-3	6	-3.1	-1
CN(C)C(=O)COC(=O)c1ccccc1Nc1ccc(SC(F)F)cc1	33	-3	64	61	-6	-27	2	18	2.1	0
CCCNC(=O)c1noc2c1CCc1ccccc1-2	nt	nt	94	102	-6	-4	-15	18	-2.8	8
Cc1ccc(OCCN2C(=O)OC(C)(C)C2(C)O)cc1 (configuration not stated)	0	-2	92	96	-10	-22	-6	8	0.7	2
Cc1onc(-c2ccccc2)c1C(=O)N/N=C(\N)COc1ccc(Cl)cc1	4	0	48	66	-13	-43	-5	29	0.1	1
CCOc1ncccc1C(=O)OCC(=O)c1ccc(Cl)s1	-33	0	100	94	-8	7	-7	10	-2.4	5
N#Cc1c(/N=C/c2cc3ccccc3s2)sc2c1CCC2	15	nt	91	90	nt	-25	2	5	0.3	5
O=C(CNCCC1=CCCCC1)Nc1ccccc1N1CCCCC1	-11	1	80	83	2	-68	-14	3	-2.0	11
Cc1ccc(C(=O)N2CCN(c3ccc(NC(=O)CSc4ccc(Cl)cc4)cc3)CC2)cc1	24	nt	88	92	-1	-39	-4	9	-1.5	-2
CCCn1c(SCCc2ccccc2)nc2c1c(=O)[nH]c(=O)n2C	-23	nt	93	91	-8	-21	4	23	-0.3	4
Cc1cc(C)n(C(=O)c2ccc(S(=O)(=O)N3CCCC3)cc2)n1	-7	-1	85	92	-1	-76	2	8	-0.2	3
COc1nnc(-c2ccc(N3CCOCC3)c(NC(=O)C3CCCCC3)c2)c2ccccc12	-6	0	88	91	-22	-15	-5	2	-0.8	1
CC(=O)C1=C(C)NC(SCc2cccc([N+](=O)[O-])c2)=C(C#N)C1c1ccco1 (configuration not stated)	11	1	74	72	-10	-48	-1	2	-1.4	4
O=C(NCCCn1ccnc1)C(=O)NCC(c1cccnc1)N1CCN(c2ccc(F)cc2)CC1 (configuration not stated)	-8	nt	94	89	5	-26	1	17	-2.5	2
CC1CCCC(C)N1C(=O)COC(=O)CCc1nc2ccccc2c(=O)[nH]1 (configuration not stated)	0	0	98	99	3	-49	1	4	0.5	1
O=C1CC(SCCO)C(=O)N1c1ccc(Oc2ccccc2)cc1 (configuration not stated)	-6	1	109	106	-5	-20	-13	5	-2.1	-1
COc1ccc(NC(=O)c2cccc(S(=O)(=O)Nc3ccc(Br)cc3)c2)cn1	nt	-3	64	56	-3	-9	4	4	4.0	-2
CCOC(=O)CNC(=O)COc1ccc(Cl)cc1Br	-41	-1	95	101	-9	-31	2	5	-1.4	1
COC(=O)C1=CN(C2CC2)C=C(C(=O)OC)C1c1ccc(C(=O)OC)cc1	7	-3	114	96	-6	-37	8	5	-0.2	6
COc1cccc(C2=NOC(C(=O)NC3CCCCC3)C2)c1 (configuration not stated)	nt	0	86	81	-23	-28	-2	5	-2.7	2
COc1ccc(N2CCN(C(CNC(=O)c3ccc4c(c3)OCO4)c3cccnc3)CC2)cc1 (configuration not stated)	nt	nt	97	80	-6	-52	-9	14	-2.8	1
NC(=O)CCCC1=NS(=O)(=O)c2ccccc2N1	-23	5	89	97	-1	-9	2	7	-1.4	-1
COc1ccc(-c2nc3ccccc3c(=O)n2NC(=O)c2cccnc2Cl)cc1OC	nt	-4	95	100	-3	-30	10	6	-1.2	1
CC(=O)NCCOc1nc(N(C)C)nc(N(C)C)n1	-3	0	101	110	-9	-59	0	3	-0.5	0
CSc1nsc(SCC(=O)NC2CCCCC2)n1	16	0	94	99	-7	-1	3	19	-1.7	3
Cc1occc1-c1nnc(SCC(=O)N(C)CCC#N)n1N	1	1	95	96	-6	-7	-10	6	-1.2	0
N#Cc1cc(Cl)c(N2CCOCC2)cc1C#N	1	nt	90	100	-9	10	-11	25	-1.0	2
CCOc1cc(CNn2nnnc2N)cc(Cl)c1OCC(=O)NC(C)(C)C	-13	0	91	86	-6	-2	-3	6	-1.4	-1
CN(C)c1ccc(NC(=O)CC(NCc2ccccn2)C(=O)O)cc1 (configuration not stated)	nt	-4	99	99	1	-2	-3	5	-0.6	3
COc1ccc(C2=NOC(C(=O)O)C2)cc1 (configuration not stated)	13	-1	101	100	-4	-11	0	1	-0.1	5
COC(=O)C1=C(C)N=C2SC(C)C(=O)N2C1/C=C/c1ccccc1 (configuration not stated)	-23	3	87	84	-9	-34	1	2	-0.9	0
CCOC(=O)c1ccc(NC(=O)CN2C(=O)CSC2=O)cc1	10	0	105	96	-11	9	3	1	-0.2	1
COc1ccc(N2CCN(C(=O)COc3ccc4ccccc4c3)CC2)cc1	-4	0	92	88	4	-37	-6	10	0.4	2
Cc1nc2ccccc2cc1O	2	-1	92	103	-14	-46	6	19	-1.9	6
CC(=O)OCC(=O)[C@H]1CC[C@H]2[C@@H]3CC=C4C[C@@H](O)CC[C@]4(C)[C@H]3CC[C@]12C	nt	nt	68	75	9	-43	-9	50	-1.4	2
Cc1ccc(C(=O)COC(=O)c2cccs2)cc1	-27	nt	87	91	nt	-11	2	4	0.4	2
Cc1cc(C)n(C(=O)CNC(=O)CCc2ccccc2)n1	99*	-1	90	88	-15	-8	1	6	-0.4	3
CCNC(=S)Nc1cccc([N+](=O)[O-])c1	-13	-5	91	90	-3	-45	3	5	-2.9	2
Cc1cc(C(=O)NCCN2C(=O)S/C(=C\c3cccs3)C2=O)ccc1[N+](=O)[O-]	nt	2	96	89	3	1	18	12	-1.2	9

# Next entries:
SMILES	E-sel TNF inh	Phagocyt inh	HCT116 bCat-KO	PTEN del growth	Yeast lifespan up	Yeast growth inh	GALR2 antag	Measles CPE	MRP1 act	NPY Y2 blocker
COc1ccc(Nc2nc(N)nc(CSC(=S)N3CCC(C)CC3)n2)cc1	nt	-4	59	59	-6	-30	-11	27	-4.1	0
CCn1c(=O)c(C(=O)NCCNCCO)c(O)c2ccccc21	6	-2	92	103	10	-39	11	11	-0.9	2
Clc1ccc(OCc2cc(-c3ccccc3)no2)cc1Cl	6	1	87	85	-26	-11	4	15	1.1	23*
CCSc1nc2c(c(-c3ccc(C)o3)c1C#N)CCCC2	1	nt	90	78	nt	-17	3	22	-2.7	3
CCOc1ccccc1CNC(=O)C1CCCN(c2nc3ccccc3o2)C1 (configuration not stated)	nt	-2	91	92	-3	-31	5	9	-1.0	10
Cc1cc(NC(=O)CSc2ncccn2)no1	-6	nt	97	99	nt	-3	16	14	-0.8	3
CC1CCN(CCCn2c(=S)[nH]c3ccccc3c2=O)CC1	2	-1	102	92	-8	-17	-1	0	-1.9	5
CCOC(=O)C1CCN(C(=O)COc2ccc(Cl)cc2C)CC1	-2	0	79	85	4	-27	-8	2	-3.0	5
CCc1ccc(NC(=O)CCNS(=O)(=O)c2cccc3nonc23)cc1	-52	-2	92	92	-1	-1	-5	23	-1.8	0
C/C(=N\NC(=O)c1ccccc1C)c1cccc([N+](=O)[O-])c1	-6	0	102	102	-2	-25	-5	9	0.1	2
CCOC(=O)c1cc2c(ccn2C)n1CC(=O)N1CCCC(C)C1 (configuration not stated)	3	nt	97	100	-11	-11	-1	7	0.0	-2
Cc1ccc2nc(NC(=O)CSc3nc4c(c(=O)n3C)SC(C)C4)sc2c1 (configuration not stated)	-34	nt	65	70	-13	-51	-5	21	0.7	2
